Compound activity as filed in PubChem.
EPAC2 antag: antagonists of human EPAC2 | Q8WZA2 | EPAC2 GEF exchange of Rap1B-BODIPY-GDP, fluorescence | Potency, µM (titrated, usually from 114 µM), for inactives: top-dose activity, negative = inhibition, most hits filed as inhibitors | 0.18% of 360,000 active | AID 720708; note: potency is the fitted concentration of half-maximal effect; % is set by controls: 0 for no effect and ±100 for the full control effect; nearly all actives have a fitted effect of over 45% in size; many of its hits are not listed in these tables
EPAC2 agonist: EPAC2 (human) agonism; Q8WZA2; EPAC2 activation, biochemical qHTS; response scale: 100% = 6.5 mM cAMP response; Potency, µM (highest dose often 154 µM), for the others: top-dose activation, actives largely listed as activators; 0.079% of 360,000 active; AID 720711; note: potency is the fitted concentration of half-maximal effect; nearly all actives have a fitted effect of over 50% in size
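qHTS, titration series. 100 nM EPAC2 / 250 nM Rap1B-BODIPY-GDP / 50 uM GDP; RT; ex 480/em 540 nm, 5-min reads to 30 min. Norm. to 6.5 mM cAMP = activation.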
DRD3 antagonist: blocks the human D3 dopamine receptor. P35462. D3R cells, DiscoveRx beta-arrestin luminescence, antagonist mode; active compounds read low. max response, negative = inhibition, %. 2.5% of 360,000 active; in the data active = max response below about -50%; inconclusive = no clear call, values can overlap the other calls; note: % is set by controls: 0 for no effect and ±100 for the full control effect; mostly tested at two doses, the higher about 12 µM
Target sequence (P35462 whole entry, looked up): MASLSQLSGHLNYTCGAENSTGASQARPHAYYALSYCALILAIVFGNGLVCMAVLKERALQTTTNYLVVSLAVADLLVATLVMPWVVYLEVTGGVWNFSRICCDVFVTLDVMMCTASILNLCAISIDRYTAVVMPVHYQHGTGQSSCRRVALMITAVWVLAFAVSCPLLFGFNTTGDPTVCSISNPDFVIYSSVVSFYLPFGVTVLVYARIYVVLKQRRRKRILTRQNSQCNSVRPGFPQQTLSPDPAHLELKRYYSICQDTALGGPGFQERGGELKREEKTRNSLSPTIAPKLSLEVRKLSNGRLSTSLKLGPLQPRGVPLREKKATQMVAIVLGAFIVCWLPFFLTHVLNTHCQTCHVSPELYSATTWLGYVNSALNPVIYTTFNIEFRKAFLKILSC
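Cells expressing the human receptor were seeded at 1500 cells/well, incubated overnight at 37 degrees C in 5% CO2, then exposed to library compounds with dopamine controls for 90 minutes at 37 degrees C before luminescent detection.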
FUS suppressor: rescues growth of FUS-expressing yeast. S. cerevisiae FUS-expressing, growth rescue, OD600, 24 h. Potency, µM (highest dose often 76.6 µM), inactives show top-dose growth rescue (activation), usual class: activators. 0.24% of 390,000 active. AID 1347120;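 note: potency is the fitted concentration of half-maximal effect; plate controls were DMSO vehicle for no effect and reference control for full effect; nearly all actives have a fitted effect of over 55% in size; some results filed as inactive show a strong effect at the top dose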
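S. cerevisiae expressing FUS from galactose induction served as the toxicity model. Growth after 24hr at 30C, read as absorbance at 600 nm, indicates suppression of toxicity; compounds dosed at several concentrations.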
D3 ag: D3 dopamine receptor (human) agonism; max activation, %; 0.58% of 410,000 active; D3R DiscoveRx beta-arrestin cells, luminescence, 90 min; in the data active = max activation above about 30%; note: 0% is about no effect; mostly tested at two doses, the higher about 12 µM
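Agonist-mode cell screen: cells plated at 1500/well and incubated overnight at 37 °C, then exposed to library compounds for 90 min at 37 °C. Detection reagent was added for 30–60 min at room temperature, and luminescence was read.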
aSyn yeast inh: rescues yeast growth from alpha-synuclein toxicity; Yeast expressing alpha-synuclein, growth rescue, BacTiter-Glo, 24 h; Potency, µM (top dose mostly 46.1 µM), inactives show top-dose growth rescue (activation), hits mostly activators; 0.14% of 370,000 active; AID 652106; note: potency is the fitted concentration of half-maximal effect; % of control where 0% means no effect; nearly all actives have a fitted effect of over 65% in size
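Galactose-induced alpha-syn yeast (OD600=0.02, raffinose-pregrown) + pinned cpd, 24 hr, 30 deg C; growth by BacTiter-Glo luminescence. Growth restoration scores as activation.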
TDP43 rescue: rescues yeast growth from TDP-43 toxicity | TDP-43 expressing yeast growth rescue, BacTiter-Glo, 24 h | Potency, µM (titrated, usually from 46.1 µM), for the others: at the top dose growth rescue (activation), usual class: activators | 1.8% of 410,000 active; note: potency is the fitted concentration of half-maximal effect; % of control where 0% means no effect; nearly all actives have a fitted effect of over 50% in size
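Yeast expressing TDP-43 (pregrown in raffinose, seeded at OD600=0.02 in galactose medium) exposed to compounds 24 hr at 30 deg C. Growth read by BacTiter-Glo luminescence; rescue of toxicity appears as increased signal.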
Abeta yeast res: compounds reversing amyloid beta toxicity in yeast | Potency, µM (doses to about 46.1 µM), for inactives: at the highest dose growth rescue, hits mostly activators | 0.063% of 410,000 active | yeast expressing A-beta42, growth rescue, OD600, 48 h; response scale: 0% DMSO, 100% iron-clioquinol control; note: potency is the fitted concentration of half-maximal effect; nearly all actives have a fitted effect of over 55% in size
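Yeast A-beta toxicity model in growth medium with pinned compounds, 48 h at 30 C; growth read as absorbance at 600 nm. Normalized to FeCl3/clioquinol equimolar mix (positive) and DMSO (negative).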
* = called active by the depositor; u = inconclusive; x = no result given; [ ] = another dose, or the depositor's remark. Unless noted, calls come from the whole dose curve; as a rule, active = well fitted curve in the direction sought with a large enough effect; inconclusive = small, poorly fitted or top-dose-only effect, or another doubt; inactive = no such curve, though single readings can be large; an effect the other way counts as inactive or inconclusive.

SMILES	EPAC2 antag	EPAC2 agonist	DRD3 antagonist	FUS suppressor	D3 ag	aSyn yeast inh	TDP43 rescue	Abeta yeast res
O=[N+]([O-])c1ccc(Cl)c(/C=N/N2CCN(Cc3ccccc3Cl)CC2)c1	-5%	13%	-51*	4%	-26	-4%	11%	17%
COc1ccc(/C=C/C(=O)Oc2ccc(/C=N/NC(=O)c3ccccc3)cc2)cc1OC	-6%	-7%	9	x	24	2%	12%	3%
O=C(CN(Cc1ccccc1)C(=O)c1csnn1)NCc1ccccc1	2%	1%	-9	-6%	-9	1%	-4%	-13%
COc1ccccc1CC(=O)Nc1ccc(S(=O)(=O)N(C)C2CCN(C)CC2)cc1	10%	4%	-51*	-3%	-21	1%	15%	14%
COc1ccccc1C(=O)Nc1ccccc1C(=O)OCc1cc(=O)n2ccsc2n1	x	x	x	-22%	-15	x	-3%	-9%
CC(C)NC(=O)N1CC(c2ccccc2)C(c2ccc(Cl)cc2)=N1 (stereo not given)	-22%	13%	-19	20%	-9	4%	25%	-16%
CC1CN(C(=O)CCC(=O)NCc2ccccn2)c2ccccc2O1 (stereo not given)	-4%	11%	0	-24%	3	-5%	-2%	-15%
Cc1nc([N+](=O)[O-])cn1-c1ccc(N)cc1	6%	-1%	-8	x	-3	-4%	-10%	14%
CC(C)NC(=O)N(Cc1ccccc1)Cc1cccs1	11%	0%	-4	4%	2	2%	-3%	9%
COc1ccc(CSCC(=O)N/N=C/c2ccc(OCC(=O)N3CCCCC3)cc2)cc1	6%	12%	-56*	13%	8	2%	-7%	3%
CCCn1c(=S)[nH]c2cc(C(=O)N3CCN(C)CC3)ccc2c1=O	5%	-3%	1	-6%	1	3%	3%	3%
COc1ccc(-n2c(SCC(=O)N3CCC(C)CC3)nc3c([nH]c4ccccc43)c2=O)cc1	x	x	x	-17%	3	0%	27%	3%
O=C(CSc1nnc(Cc2ccsc2)o1)c1ccccc1	-12%	8%	5	-2%	-5	5%	5%	10%
CCOC(=O)N1CCc2c(sc3c2C(=O)NC(c2cc(OC)c(O)c(OC)c2)N3)C1 (stereo not given)	x	x	x	-5%	-7	x	12%[9.22 µM]	-9%
COc1cc(C(=O)NCCN2C(=O)S/C(=C\c3cccs3)C2=O)cc(OC)c1OC	7%	3%	21	14%	3	-1%	-14%	-23%
O=C(O)c1cc(N/C(=N\S(=O)(=O)c2ccc(F)cc2)c2ccccc2)ccc1O	10%	5%	17	8%	10	2%	-18%	-8%
Cc1cccnc1NC(=O)COc1ccc2c(c1)CCC2	4%	9%	-1	7%	-7	-8%	1%	-3%
CCC/C=N/NC(=O)c1cc(Br)ccc1O	8%	-1%	10	x	-2	-3%	4%	-89%[inhibitor]
CCOC(=O)c1c(NC(C)=O)c2c3c(sc2n1Cc1ccc(Cl)cc1)CCCC3	x	x	x	0%	3	x	7%	0%
N#Cc1c(-c2ccccc2)cc(-c2ccc(O)cc2)nc1N	-8%	u	-5	-6%	1	-4%	20%	-4%

A different layout for some results above:
| canonical_smiles | EPAC2 antag | EPAC2 agonist | DRD3 antagonist | FUS suppressor | D3 ag | aSyn yeast inh | TDP43 rescue | Abeta yeast res |
| --- | --- | --- | --- | --- | --- | --- | --- | --- |
| Cc1nc([N+](=O)[O-])cn1-c1ccc(N)cc1 | 6% | -1% | -8 | x | -3 | -4% | -10% | 14% |
| CC(C)NC(=O)N(Cc1ccccc1)Cc1cccs1 | 11% | 0% | -4 | 4% | 2 | 2% | -3% | 9% |
| COc1ccc(CSCC(=O)N/N=C/c2ccc(OCC(=O)N3CCCCC3)cc2)cc1 | 6% | 12% | -56* | 13% | 8 | 2% | -7% | 3% |
| CCCn1c(=S)[nH]c2cc(C(=O)N3CCN(C)CC3)ccc2c1=O | 5% | -3% | 1 | -6% | 1 | 3% | 3% | 3% |

Next part
SMILES	EPAC2 antag	EPAC2 agonist	DRD3 antagonist	FUS suppressor	D3 ag	aSyn yeast inh	TDP43 rescue	Abeta yeast res
O=C(NS(=O)(=O)c1ccccc1)c1ccccc1O	12%	-3%	5	4%	-1	-4%	-19%	8%
Cc1c(NS(=O)(=O)c2cccc(C(=O)N3CCC(C(N)=O)CC3)c2)c(=O)n(-c2ccccc2)n1C	-8%	7%	1	0%	-1	1%	3%	17%
CCO/N=C/C1=C(O)C(C(=O)OC)C(C)(C)CC1=O (stereo not given)	3%	-3%	-2	-14%	1	-10%	8%	-7%
CCN(CCn1cccn1)C(=O)c1cc(COc2ccccc2SC)on1	-4%	-1%	-1	x	10	7%	13%	1%
COc1ccc(-c2sc(NC(C)=O)nc2-c2ccccc2)cc1	-14%	-2%	5	x	-2	13%	-6%	7%
O=C(NNC(=S)Nc1ccc(Cl)cc1Cl)C1CC1	5%	5%	-21	x	10	0%	15%	3%
COc1ccc(C(=O)NNC(=S)NC(=O)c2ccccc2[N+](=O)[O-])cc1	18%	8%	-2	34%	2	10%	7%	22%
COc1cc(OC)c(OC)cc1CN1CCN(c2ccccc2OC)CC1	-2%	7%	-66*	17%	-32	-1%	-25%	-13%
CCCn1c(=O)c(C(=O)Nc2ccccc2C(=O)OCC)c(O)c2ccccc21	-1%	-7%	28	1%	37*	3%	-12%	6%
CCc1nn(CC(=O)NCc2ccccc2)c(=O)c2cccn12	x	x	x	-10%	4	x	9%	-7%
CCOC(=O)c1cc(NC(=O)OC)c(C)nc1C	2%	4%	0	-1%	1	12%	-5%	-12%
COCCn1c(SCC(=O)Nc2ccccc2)nc2c1c(=O)[nH]c(=O)n2C	16%	4%	-15	-14%	-2	0%	-2%	-24%
CCOC(=O)c1ccc(NC(=O)CC2C(=O)N(c3ccc(C)cc3)C(=O)N2C2CCCCC2)cc1 (stereo not given)	x	x	x	-1%	-7	x	1%	-15%
O=C(CNC(=O)c1cccs1)N/N=C/c1cccc(Br)c1	17%	2%	-25	10%	-16	-1%	-20%	-6%
O=C1c2ccccc2C(=O)N1CN(C(=O)c1ccccc1[N+](=O)[O-])c1ccc(F)cc1	-6%	21%	12	24%	-12	16%	19%	-5%
CC(C)NC(=O)N1Cc2cc(C(=O)NC3CCCC3)nc(-c3cccc(-c4cccnc4)c3)c2[C@@H]1CCO	10%	7%	2	22%	-12	-7%	21%	-17%
CC(=O)Oc1ccc2oc(-c3ccccc3)c(C(N)=O)c2c1	1%	0%	7	-8%	1	-1%	24%	11%
COc1ccc2c3c([nH]c2c1)C1CC2C(CC(O)C(OC)C2C(=O)O)CN1CC3 (stereo not given)	14%	-5%	0	13%	-9	1%	-16%	-24%
COc1cccc(/C=N\NC(=O)Cn2nnc3ccccc32)c1O	-12%	10%	17	19%	6	0%	-14%	-16%
CN1CCN(C(=S)c2ccc(OCC(=O)Nc3cccc(C(F)(F)F)c3)cc2)CC1	-6%	-4%	-17	-9%	-11	2%	-1%	-5%
O=[N+]([O-])c1ccc(N2CCN(c3ccccc3)CC2)nc1	-16%	5%	-27	10%	-8	-2%	-13%	9%
Cc1ccc(C(C(=O)NCc2ccc(F)cc2)N(C(=O)c2csnn2)C2CC2)o1 (stereo not given)	10%	2%	13	2%	6	5%	25%	20%
CC(=O)Nc1ccc(NC(=O)CSc2nnc(C)c(=O)n2N)cc1	1%	0%	7	6%	4	0%	4%	-2%
CCCNC(=O)CN1C(=O)COc2ccc(S(=O)(=O)N3CCC(C)CC3)cc21	x	x	x	5%	-4	1%	-17%	-16%
CCN(CC(=O)Nc1ccccc1C(F)(F)F)C(=O)c1cccc(N2C(=O)CCC2=O)c1	7%	3%	-6	-8%	-10	-1%	15%	6%
c1ccc(-c2nc3c4ccccc4ccn3c2CN2CCOCC2)cc1	-9%	13%	3	-13%	0	-1%	5%	11%
O=C(COc1ncnc2ccccc12)NCc1ccco1	6%	-2%	-10	-6%	2	-10%	4%	-11%
CC(Oc1cccc2cccnc12)C(=O)N/N=C/c1ccccc1 (stereo not given)	8%	14%	-6	12%	-9	0%	2%	-10%
CCOC(=O)c1ccc(NC(=S)N(CCN(C)C)C(C)c2ccncc2)cc1 (stereo not given)	7%	11%	-2	-29%	-5	28µM*	23%	-32%[inhibitor]
COc1ccc(NC(=O)[C@@H](NC(=O)N2C[C@H]3C[C@@H](C2)c2cccc(=O)n2C3)C(C)C)cc1OC	6%	10%	7	-11%	5	4%	19%	-13%
C=C(c1ccccc1C)[n+]1ccccc1	-1%	3%	-1	-7%	-6	-3%	11%	10%
C[C@H](NC(=O)c1nc[nH]c1C(=O)N[C@@H](C)C(=O)OC(C)(C)C)C(=O)OC(C)(C)C	-30%	-13%	0	43%	-3	-1%	-13%	-5%
Cc1cc(F)ccc1C(O)c1ncc(-c2cccc(F)c2)[nH]1 (stereo not given)	-10%	12%	-21	-17%	-7	u	0%	23%
COc1ccc(N2CCN(C(=O)c3ccc(Cn4nc(C)c([N+](=O)[O-])c4C)o3)CC2)cc1	18%	7%	9	x	5	24%	-20%	-4%
COc1ccc(CN2C(=O)c3ccccc3C2=O)cc1C(=O)Nc1ccccc1N1CCOCC1	-8%	2%	8	-2%	1	u	18µM*	13%
CC(C)N1C(=O)C(Cc2nc3ccccc3c(=O)n2-c2ccccc2)c2ccccc21 (stereo not given)	-3%	16%	-9	u	-1	11%	-7%	-16%
Cc1noc(C)c1COc1ccc(CC(=O)NCc2ccccc2)cc1	3%	6%	-26	-43%	-8	-5%	23%	3%
Cc1ccn2c(=O)c(NC(=O)c3cccc([N+](=O)[O-])c3C)c(C)nc2c1	x	x	x	-11%	-15	x	7%	-5%
O=C(COc1cccc2cccnc12)Nc1ccccc1	-9%	11%	-17	10%	-7	-2%	-19%	-25%
CCn1cc(Cl)c(C(=O)NNC(=O)CCn2ccc([N+](=O)[O-])n2)n1	4%	5%	7	5%	3	-2%	19%	4%
O=C(OCc1ccccc1)N1CCC2CC1c1ccc(N3CCN(Cc4ccc5c(c4)OCO5)CC3)cc12 (stereo not given)	-1%	7%	-24	16%	-17	-4%	-3%	-11%
O=c1[nH]c2ccccc2nc1N1CCOCC1	15%	-4%	8	-6%	-4	-9%	0%	-8%
COc1ccc(OCC(=O)N2CCC3(CC2)CC(=O)c2ccccc2O3)cc1	3%	2%	0	10%	2	7%	26%	12%
CCN(CC)CCCNC(=O)c1ccc(Cn2c(SCc3ccccc3)nc3cccnc32)cc1	x	x	x	-5%	-25	x	-12%	-11%

An excerpt, so the mix of outcomes need not match the whole.
